# IP6K1 inh – Primary qHTS assay for small molecule inhibitors of Inositol hexaphosphate kinase 1 (IP6K1); Inositol hexakisphosphate kinase 1 (Homo sapiens), Q92551; actives 0.81% (n = 140,000); activity change, % (series mostly up to about 58 µM); AID 1645851, 2021; IP6K1 kinase, ADP-Glo luminescence, 2 h; stronger effect = lower value; in the data active means activity change below about -25%
# Target sequence (Q92551 whole entry, looked up): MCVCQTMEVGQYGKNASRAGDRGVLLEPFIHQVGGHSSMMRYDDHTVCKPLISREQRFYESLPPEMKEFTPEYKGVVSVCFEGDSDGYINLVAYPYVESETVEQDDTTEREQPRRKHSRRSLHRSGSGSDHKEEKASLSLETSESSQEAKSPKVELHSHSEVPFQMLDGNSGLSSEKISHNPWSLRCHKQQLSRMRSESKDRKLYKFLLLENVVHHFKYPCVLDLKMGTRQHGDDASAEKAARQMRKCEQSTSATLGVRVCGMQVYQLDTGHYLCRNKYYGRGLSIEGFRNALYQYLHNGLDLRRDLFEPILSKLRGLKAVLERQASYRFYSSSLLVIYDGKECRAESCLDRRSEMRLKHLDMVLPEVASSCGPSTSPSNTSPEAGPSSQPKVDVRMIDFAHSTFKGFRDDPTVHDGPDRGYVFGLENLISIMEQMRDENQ
#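 ADP-Glo luminescence measures ADP made by human IP6K1 during a 2 h RT reaction with ATP/IP6 (mix at 1.3 mM/130 uM); top library doses 57.5 and 19.1 uM final.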
# HEK cytotox – Cytotoxic Profiling in HEK 293 Cell Line of Diverse Libraries Using Quantitative High-Throughput Screening. Potency, µM (titrated, usually from 115 µM), without a hit: top-dose activity change, negative = cytotoxicity, hits mostly inhibitors. HEK 293 viability, ATP luminescence (CellTiter-Glo), 48-72 h. actives 6.6% (n = 94,000); further: potency means the concentration at half of the fitted maximal effect; nearly all actives have a fitted effect of over 60% in size
#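 HEK 293 cells seeded at 250 cells/well were exposed to compound for 48 or 72 hr at 37 degree Celsius. Viability taken as ATP content by CellTiter-Glo luminescence.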
# SNCA expr inh – Primary qHTS assay for inhibitors of alpha-synuclein gene (SNCA) expression; HEK-293 SNCA-luciferase knock-in, luminescence, 24 h; Potency, µM (series often up to 57.2 µM), inactives show top-dose activity change, negative = inhibition, hits mostly inhibitors; actives 0.17% (n = 140,000); AID 1671194, 2021;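 further: potency means the concentration at half of the fitted maximal effect; plate controls were DMSO cells for no effect and cell-free wells for full effect; nearly all actives have a fitted effect of over 45% in size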
# 3T3 cytotox – Cytotoxic Profiling in NIH 3T3 Cell Line of Diverse Libraries Using Quantitative High-Throughput Screening; actives 4.3% (n = 94,000); AID 1345082, 2018; NIH 3T3 viability, CellTiter-Glo ATP luminescence, 48-72 h; Potency, µM (titrated, usually from 96.7 µM), without a hit: at the top dose activity change, negative = cytotoxicity, actives largely listed as inhibitors; further: potency means the concentration at half of the fitted maximal effect; nearly all actives have a fitted effect of over 55% in size
#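 Viability of NIH 3T3 cells after 48 or 72 hr compound treatment at 37 °C was assessed by CellTiter-Glo, with luminescence imaged following a 10 min room-temperature step.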
# SNCA viab count – GF-AFC viability counterscreen for inhibitors of alpha-synuclein gene (SNCA) expression; HEK-293-SNCA-luc viability, GF-AFC fluorescence, 24 h; Potency, µM (doses to about 57.1 µM), without a hit: top-dose activity change, negative = cytotoxicity, actives largely listed as cytotoxic; actives 0.12% (n = 150,000); AID 1671193, 2021;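 further: potency means the concentration at half of the fitted maximal effect; 0% = DMSO-treated cells and -100% = medium-only wells without cells; nearly all actives have a fitted effect of over 30% in size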
#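 Cytotoxicity counterscreen: after 24 h compound treatment of genome-edited SNCA-luciferase HEK-293 cells, live-cell protease substrate GF-AFC read by fluorescence after 30 min; activity scaled between DMSO (0%) and medium-only (-100%), curves Hill-fitted.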
# GPT2 inhibitor – Primary qHTS assay for inhibitors of Glutamate pyruvate transaminase 2 (GPT2); Recombinant GPT2, coupled pyruvate oxidase/HRP Amplex Red fluorescence; actives 0.25% (n = 100,000); Potency, µM (highest dose often 57.7 µM), without a hit: top-dose activity change, negative = inhibition, most hits filed as inhibitors; Alanine aminotransferase 2 (Homo sapiens), Q8TD30; further: potency means the concentration at half of the fitted maximal effect; nearly all actives have a fitted effect of over 60% in size; many of its hits are not listed in these tables
#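 Fluorescence read-out: pyruvate from GPT2 turnover coupled to pyruvate oxidase, HRP and Amplex Red (0.2mM ThPP, 0.2U/mL PO and HRP, 50uM Amplex final). Substrates 250uM a-KG, 2mM L-alanine; enzyme 10ng/uL; 30 min RT.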
# Luciferase inh – Firefly luciferase inhibition profiling of diverse chemical library using quantitative high-throughput screening. Luciferin 4-monooxygenase (Photinus pyralis), P08659. purified P. pyralis luciferase, luminescence, biochemical. Potency, µM (doses to about 115 µM), for the others: at the top dose activity change, negative = inhibition, usual class: inhibitors. actives 2.5% (n = 76,000). AID 1347043, 2019; further: potency means the concentration at half of the fitted maximal effect; nearly all actives have a fitted effect of over 65% in size
# Target sequence (P08659 whole entry, looked up): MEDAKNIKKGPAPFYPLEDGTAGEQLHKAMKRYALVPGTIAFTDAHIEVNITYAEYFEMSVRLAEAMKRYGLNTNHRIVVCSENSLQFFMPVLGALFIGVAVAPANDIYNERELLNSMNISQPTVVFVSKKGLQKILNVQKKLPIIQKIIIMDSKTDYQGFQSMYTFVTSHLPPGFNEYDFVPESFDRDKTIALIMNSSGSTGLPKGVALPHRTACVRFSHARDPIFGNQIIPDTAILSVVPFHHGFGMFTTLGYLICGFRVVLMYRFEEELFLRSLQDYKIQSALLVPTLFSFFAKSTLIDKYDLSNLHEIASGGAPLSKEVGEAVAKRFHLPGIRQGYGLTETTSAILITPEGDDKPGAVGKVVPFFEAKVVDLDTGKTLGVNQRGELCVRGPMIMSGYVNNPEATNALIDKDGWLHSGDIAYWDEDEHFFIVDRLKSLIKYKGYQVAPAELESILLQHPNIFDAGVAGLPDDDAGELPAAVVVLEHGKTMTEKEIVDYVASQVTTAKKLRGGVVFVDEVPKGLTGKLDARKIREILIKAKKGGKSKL
#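 Purified P. pyralis luciferase (10nM final) in 50mM Tris acetate pH 7.5, 10mM Mg acetate, 0.01% Tween-20, 0.05% BSA with 10uM D-luciferin and 10uM ATP. Compounds titrated qHTS. Luminescence imaged on CCD.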
# The depositor's hits bear a star; i = inactive; ? = inconclusive; / = no result given; [ ] = remark or other dose. Unless noted, the call rests on the fitted dose curve; in most records, active means well fitted curve in the direction sought with a large enough effect; inconclusive means small, poorly fitted or top-dose-only effect, or another doubt; inactive means no such curve, though single readings can be large; an effect the other way counts as inactive or inconclusive. Unless noted, on the % scale 0 is the no-effect control and ±100 the full control effect.
SMILES,IP6K1 inh,HEK cytotox,SNCA expr inh,3T3 cytotox,SNCA viab count,GPT2 inhibitor,Luciferase inh
Cc1noc(C2CC3(CCN(C(=O)C4CCCC4)CC3)CN2C)n1 (stereo not drawn),14,-10%,11%,-6%,2%,1%,5%
COCCn1c(=O)c(C(=O)NCCc2ccc(OC)cc2)nc2cccnc21,13,-28%,-9%,-14%,9%,i,/
COc1ccccc1-n1c(/C=C/c2c(C)n(C)c3ccccc23)nc2ccccc2c1=O,-5,/,-5%,/,5%,/,/
O=C(Cn1cccn1)N1C[C@@H](COCC2CC2)[C@H](c2ccccn2)C1,8,1%,-29%,1%,-8%,i,4%
Cc1nc(C)c(C(=O)N2CC[C@@H]3CN(Cc4ccccc4)[C@@H]3C2)s1,-6,0%,5%,-15%,9%,-2%,/
O=C(Nc1cc(C(F)(F)F)ccc1Cl)c1cc(-c2ccc3c(c2)OCCO3)on1,18,/,10%,/,15%,/,/
O=C(O)C1Cn2cccc2C(=O)N1Cc1cccnc1 (stereo not drawn),-10,-17%,6%,-7%,9%,-1%,-1%
COC(=O)c1ccc(C2c3c(oc4cc(C)c(C)cc4c3=O)C(=O)N2c2ccccn2)cc1 (stereo not drawn),-14,/,40%[activator],/,6%,/,/
Oc1cccc(-c2cc(C3=CCOCC3)c3cncn3c2)c1,-6,?,-15%[87.6 µM],100µM*,3%[87.6 µM],?,10%[230 µM]
COCCn1nc2n(c1=O)CCN(C(=O)COc1ccc(Cl)cc1C)CC2,2,?,-24%,-15%,-2%,-1%,-16%
Cc1nn2c(c1-c1ccccc1Oc1ccccc1)N(C(=O)Cc1cccc(F)c1)CCC2,13,?,?,40µM*,-12%,?,-4%
Cc1c(C(C)NC(=O)C(=O)c2ccco2)cnn1-c1cccc2ccccc12 (stereo not drawn),23,45µM*,-12%,?,2%,3%,-3%
COCCOC1CCOC2(CCN(C(=O)CCc3nc4ccccc4s3)CC2)C1 (stereo not drawn),-15,-6%,?,-7%,5%[12.5 µM],-14%,-18%
COc1ccccc1C(=O)N1CCC(N2CCOC2=O)CC1,-12,i,5%,i,1%,i,/
CCCCn1c(CNC(=O)c2ccc(OC)cc2)nnc1SCC(=O)Nc1ccccc1,7,/,2%,/,-13%,/,/
O=C(c1ccoc1)N1CCC(OCCOc2ccccc2)CC1,5,-30%,?,-26%,-6%,i,/
CCOc1ccc(CCNC(=O)CN2C(=O)COc3ccc(S(=O)(=O)N4CCCCCC4)cc32)cc1,5,/,?,/,?,/,/
Cc1ccccc1C(=O)N1CC/C(=N\OS(=O)(=O)O)c2ccc(Cl)cc21,-18,/,-20%[25.6 µM],/,-2%,i,/
CN1CCN(Cc2nc(C3(O)CCN(C4CCCC4)CC3)cs2)CC1,2,?,10%[87.6 µM],?,-14%[87.6 µM],-26%[88.5 µM],-3%[172 µM]
Cc1cc(-c2ccccc2)n2nc(-c3cccc(Br)c3)cc2n1,-11,/,1%,/,6%,/,/
CCC(C(=O)Nc1ccc2ncnc(N3CCCC3)c2c1)c1ccccc1 (stereo not drawn),7,?,-13%,?,?,3%,2%
COC1CN(c2cccc(F)c2)C12CCN(C(=O)c1ccc3ncccc3c1)CC2 (stereo not drawn),8,?,5%,-21%,-6%,4%,/
Cc1nonc1OCCn1cc(-c2ccc(CO)o2)nn1,-12,4%,3%,-2%,-18%,i,6%
Nc1ccc(-c2nc3ccc(-c4nc5ccc(N)cc5[nH]4)cc3[nH]2)cc1,/,/,2%,/,-2%,?,/
COc1ccc(C(=O)NC2CCN(c3cc(-c4cccs4)[nH]n3)CC2)cc1F,-3,?,54%[activator],?,-8%,i,2%

# The list goes on (2 carried over from the part before).
SMILES,IP6K1 inh,HEK cytotox,SNCA expr inh,3T3 cytotox,SNCA viab count,GPT2 inhibitor,Luciferase inh
Nc1ccc(-c2nc3ccc(-c4nc5ccc(N)cc5[nH]4)cc3[nH]2)cc1,/,/,2%,/,-2%,?,/
COc1ccc(C(=O)NC2CCN(c3cc(-c4cccs4)[nH]n3)CC2)cc1F,-3,?,54%[activator],?,-8%,i,2%
C/C=C(\C)CN1CCCC(C(=O)Nc2ccccc2-c2ccc(OC)cc2)C1 (stereo not drawn),5,?,-12%,-17%,-6%,-5%,5%
O=C(Nc1ccccc1C(F)(F)F)[C@@H]1COCC(=O)N1Cc1ccc(F)cc1,7,-22%,-19%,-13%,1%,i,6%
Cc1ccc(NC(=O)NCCc2ncc(C)n2C2CCC2)cc1C,4,79µM*,-1%,-19%,4%,i,-9%
O=C(Nc1ccc([C@@H](O)[C@H]2COCC(=O)N2CCCc2ccccc2)cc1)c1ccco1,-10,-12%[172 µM],11%[87.6 µM],-9%[138 µM],2%[87.6 µM],-12%[88.5 µM],?
CN1Cc2ccc(NCc3ccccc3)nc2C(C)(C(=O)Nc2ccccc2)C1 (stereo not drawn),20,63µM*,?,45µM*,?,-2%[88.5 µM],4%[172 µM]
CCC(C)NC(=O)N1CC(Oc2cccc(-c3nc(C)no3)c2)C1 (stereo not drawn),3,?,3%,-21%,15%,i,-5%
CCCC(=O)N1Cc2ccccc2CC2(CCCCN2CC2CCOCC2)C1 (stereo not drawn),-13,-10%,-25%,i,2%,i,/
COc1cccc(-n2c(=O)c3c(C)c(C)sc3n(CC(=O)NCCc3ccc(OC)c(OC)c3)c2=O)c1,14,/,-12%,/,?,/,/
COc1ccc(CCc2nc3nccc(-c4ccncc4)n3n2)cc1,-13,-3%,10%,?,12%,3%,-1%
O=C(c1csc(Cc2ccccc2)n1)N1CCC2(CCNCC2)CC1,-4,-24%,0%,-8%,?,-12%,-1%
CCNc1nc(NC(C)(C)C)nc(Oc2ccc(=O)n(C)n2)n1,2,/,33%,/,11%,/,/
COc1ccc(C(=O)Nc2ccc(N3CCOCC3)c(C(F)(F)F)c2)cc1OC,-11,/,-14%,/,-26%,/,/
Cc1cccc(OCC(=O)N[C@@H]2CN(c3ncccn3)C[C@H]2CN(C)C)c1,26,-2%,1%,-12%,-11%,-18%,0%
Fc1ccccc1Nc1ncnc2c1nc1n2CCCCC1,1,/,-22%,/,0%,/,/
Cc1[nH]nc(CCC(=O)N[C@H]2CN(CCC(=O)O)C[C@@H]2C(C)C)c1C,1,i,11%,-3%,10%,-7%,-9%
Cc1ccc(-c2cccc(CN3CCCC(NC(=O)c4ccccc4C)C3)c2)cc1Cl (stereo not drawn),-16,?,?,?,-7%,i,/
CNC(=O)[C@H]1C[C@H](Oc2ccccc2)CN1Cc1cccn1C,16,?,35%[activator],4%,-4%,i,3%
CCN1C[C@H]2CN(C)c3ccccc3[C@@H]2N(C(=O)c2ccc(C)cc2)CCC1=O,20,?,0%[25.6 µM],?,-6%[23.9 µM],i,/
CNC(=O)[C@@H]1C[C@H](Oc2cccnc2)CN1C(=O)CC(C)C,8,-11%,9%,-14%,4%,i,-7%
CCOC(=O)c1cc(-c2ccccc2)n(CC(=O)NCc2ccc(C)cc2)c1C,2,/,6%,/,-1%,/,/
O=C(Cc1cccc(C(F)(F)F)c1)N1CCN(c2nnc3ccc(Cl)cn23)CC1,4,?,-11%,-22%,-1%,-5%,4%
CN1C(=O)c2ccccc2Sc2ccc(NC(=O)NCc3ccccc3Br)cc21,20,/,?,/,-15%,/,/
O=C(N1CCC(Cc2nc(C3CC3)n[nH]2)CC1)C1(c2ccccc2)CC1,2,1%,-5%,-18%,12%,1%,-3%
O=C(C1CCC1)N1CCN(C(=O)N2CC3CC(C2)[C@H]2CCCC(=O)N2C3)CC1 (stereo partly drawn),34,9%,7%,4%,17%,-7%,-1%
O=C1CCN(S(=O)(=O)c2ccccc2)CCCN(Cc2ccc(C(F)(F)F)cc2)CCN1,8,?,-4%,?,-2%,0%,-9%
# The list goes on:
SMILES,IP6K1 inh,HEK cytotox,SNCA expr inh,3T3 cytotox,SNCA viab count,GPT2 inhibitor,Luciferase inh
CCOc1ccc(/C=C(\C#N)c2nc3ccccc3c(=O)[nH]2)cc1OC,-9,/,17%,/,-8%,/,/
Cc1ccc(C)n1-c1nnc(N2CCCC(C(=O)NCc3cccc(F)c3)C2)s1 (stereo not drawn),-7,/,-12%,/,-3%,/,/
CS(=O)(=O)N1Cc2ccccc2CC2(CCCN(CC3CCNC3)C2)C1 (stereo not drawn),10,-24%,35%,-17%,-7%,i,/
COc1ccc2c(c1)C(CN1CCN(c3ccc4oc(C(=O)O)cc4c3Cl)CC1)=CC(C)(C)CO2,-74*,?,/,?,/,/,/
CC1CC2(O)OC(=O)C3=C2C(CCC3)[C@@]12C[C@@H](c1ccoc1)OC2=O (stereo partly drawn),10,/,/,/,-19%,i,/
COCCNC(=O)[C@@H]1C[C@H](Oc2cccnc2)CN1C(=O)c1ccc(OC)cc1,0,i,17%,i,-23%,-7%,-3%
COCCNC(=O)[C@H]1C[C@H](Oc2cccnc2)CN1C(=O)Nc1ccc2c(c1)OCCO2,3,2%,-20%,-4%,-10%,-4%,1%
CCN(CC)S(=O)(=O)c1ccc2c(c1)N(CC(=O)N1CCN(c3cccc(C(F)(F)F)c3)CC1)C(=O)CO2,-25*,/,-12%,/,-19%,/,/
COC(=O)c1c(-c2cccs2)csc1NC(=O)c1cc(OC)c(OC)c(OC)c1,14,/,-1%,/,2%,/,/
O=C(NCc1nnc2c(-c3nc(C4CC4)no3)cccn12)c1nccc2ccccc12,45,?,7%,45µM*,-16%,-7%,-3%

# One compound at a time, from the list above. Order of screens: IP6K1 inh, HEK cytotox, SNCA expr inh, 3T3 cytotox, SNCA viab count, GPT2 inhibitor, Luciferase inh
# `CCOc1ccc(/C=C(\C#N)c2nc3ccccc3c(=O)[nH]2)cc1OC` is entered as -9, /, 17%, /, -8%, /, /
# `CCN(CC)S(=O)(=O)c1ccc2c(c1)N(CC(=O)N1CCN(c3cccc(C(F)(F)F)c3)CC1)C(=O)CO2` is entered as -25*, /, -12%, /, -19%, /, /
# `Cc1ccc(C)n1-c1nnc(N2CCCC(C(=O)NCc3cccc(F)c3)C2)s1` (stereo not drawn) is entered as -7, /, -12%, /, -3%, /, /
# `COCCNC(=O)[C@@H]1C[C@H](Oc2cccnc2)CN1C(=O)c1ccc(OC)cc1` is entered as 0, i, 17%, i, -23%, -7%, -3%

# Assay outcomes: PubChem, National Center for Advancing Translational Sciences (NCATS)

# Some of the compounds tested; rates above refer to the full screens.
